Screening results (PubChem)
MITF primary – human MITF inhibition, primary screen; O75030; AlphaScreen MITF homodimerization, bead proximity signal; inhibition, % at 2.6 µM; 650,000 tested, 0.91% active; in the data active means inhibition above about 50%;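 further: 0% = vehicle wells with protein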
Target sequence (O75030 whole entry, looked up): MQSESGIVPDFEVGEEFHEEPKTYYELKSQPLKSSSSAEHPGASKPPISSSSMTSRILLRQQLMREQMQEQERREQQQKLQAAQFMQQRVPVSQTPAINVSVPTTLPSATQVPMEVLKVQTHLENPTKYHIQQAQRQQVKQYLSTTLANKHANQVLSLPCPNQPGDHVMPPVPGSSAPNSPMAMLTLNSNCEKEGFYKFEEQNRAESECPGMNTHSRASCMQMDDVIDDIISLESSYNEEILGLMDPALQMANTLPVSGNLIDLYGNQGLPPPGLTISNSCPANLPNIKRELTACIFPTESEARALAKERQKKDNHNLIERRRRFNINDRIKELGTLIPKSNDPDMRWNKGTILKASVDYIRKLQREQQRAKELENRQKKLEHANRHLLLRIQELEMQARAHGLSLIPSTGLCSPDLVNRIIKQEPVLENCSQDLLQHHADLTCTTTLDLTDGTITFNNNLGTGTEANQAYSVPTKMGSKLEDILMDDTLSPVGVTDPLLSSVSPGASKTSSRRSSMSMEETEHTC
GPR151 activ – activates the human receptor GPR151; Q8TDV0; PathHunter beta-arrestin GPR151 cells, luminescence; activation, % at 11.2 µM; 650,000 tested, 1% active; AID 1508602; in the data active means activation above about 4.9%;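 further: 0% = median of compound wells and 100% = cells with positive control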
Target sequence (Q8TDV0 whole entry, looked up): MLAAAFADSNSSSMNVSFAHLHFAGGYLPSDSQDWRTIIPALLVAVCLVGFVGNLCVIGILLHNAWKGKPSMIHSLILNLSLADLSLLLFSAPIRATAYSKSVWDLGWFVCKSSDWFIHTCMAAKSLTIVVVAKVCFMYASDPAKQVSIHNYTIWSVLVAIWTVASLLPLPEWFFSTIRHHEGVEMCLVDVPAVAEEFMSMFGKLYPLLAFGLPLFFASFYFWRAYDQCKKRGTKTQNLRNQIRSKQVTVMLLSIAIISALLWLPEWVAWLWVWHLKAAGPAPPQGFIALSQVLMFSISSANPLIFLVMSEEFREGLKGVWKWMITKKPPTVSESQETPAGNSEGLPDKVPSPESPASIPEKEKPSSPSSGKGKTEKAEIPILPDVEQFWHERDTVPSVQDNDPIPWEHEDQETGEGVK
TEAD-YAP inh – TEAD-YAP interaction inhibition | HEK-TIYL cells, TEAD-Gal4/YAP UAS-luciferase luminescence | inhibition, % at 9.12 µM | 640,000 tested, 1.4% active; in the data active means inhibition above about 32%;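 further: 0% = median of test compound wells and 100% = reference inhibitor wells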
FBW7 activator – human FBW7 E3 ligase activation, primary screen; 650,000 tested, 0.13% active; normalized activity (activation), % at 26.1 µM; AlphaScreen FBW7–phospho-cyclin E peptide binding, activator screen; AID 1259310; in the data active means normalized activity above about 1.9%;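 further: purified mutant Fbw7 with reduced substrate affinity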
* = called active by the depositor. Outcome played no part in choosing rows; any-hit rate near 3.5%.

SMILES | MITF primary | GPR151 activ | TEAD-YAP inh | FBW7 activator
Cc1ccc(NC(=O)CN(C)C(=O)COc2ccc(C(=O)c3ccc(F)cc3)cc2)cc1 | -8 | 1.7 | 10 | -0.1
O=C(Nc1cc2cccc([N+](=O)[O-])c2oc1=O)c1cc([N+](=O)[O-])ccc1Cl | 4 | 0.1 | 4 | 0.0
N#Cc1c(-c2ccccc2)cc(-c2ccccc2)nc1SCc1ccc(Cl)cc1 | -1 | 5.5* | 2 | 0.0
Fc1ccc(C2=NN3C(C2)c2ccccc2OC3c2ccncc2)cc1 (stereo not given) | -9 | 0.0 | -46 | -0.1
OC(c1ccncc1)c1ccc2c(c1)CN(Cc1ccccc1)CCO2 (stereo not given) | -7 | 0.7 | -3 | 0.4
CC(C)C(NC(=O)c1ccccc1F)C(=O)OCC(=O)c1ccc(F)cc1 (stereo not given) | 2 | 9.3* | -9 | -0.1
Cc1ccc(S(=O)(=O)NC2(C(F)(F)F)NC(=O)N(CCc3ccccc3)C2=O)cc1 (stereo not given) | 2 | 1.8 | 8 | 0.0
Cc1nc(SC(C(=O)O)c2ccccc2)nc2ccccc12 (stereo not given) | 3 | -0.6 | 0 | 0.1
Cc1ccc2c(c1)N(C(=O)CCC(=O)NCc1cccc(Br)c1)CCO2 | -4 | 0.0 | 3 | 0.0
O=C(c1cccc(Cl)c1)N1CCN(c2ccc([N+](=O)[O-])c(NC3CC3)c2)CC1 | 22 | 0.5 | 10 | -0.3
COc1ccc(CNC(=O)C(=O)Nc2c(F)cc(F)cc2Br)cc1 | 5 | 0.9 | -3 | 0.0
O=C1NC2(CCN(C(=O)c3n[nH]c4c3CCCC4)CC2)Oc2ccccc21 | 6 | 0.0 | -7 | 0.1
c1ccc(-n2cnc3c(NCc4cccnc4)nc(NCCN4CCOCC4)nc32)cc1 | 15 | 0.6 | -1 | 0.2
O=C(N/N=C/c1cc(O)ccc1Br)c1cccc(F)c1 | 0 | -1.5 | -42 | 0.0
COc1cc(CN2CCN(Cc3ccc(C)o3)C(CCO)C2)cc(Cl)c1O (stereo not given) | -4 | -0.8 | 6 | -0.2

Overlap with the part before: 2 entries, followed by the next part.
SMILES | MITF primary | GPR151 activ | TEAD-YAP inh | FBW7 activator
O=C(N/N=C/c1cc(O)ccc1Br)c1cccc(F)c1 | 0 | -1.5 | -42 | 0.0
COc1cc(CN2CCN(Cc3ccc(C)o3)C(CCO)C2)cc(Cl)c1O (stereo not given) | -4 | -0.8 | 6 | -0.2
COc1ccc(NS(=O)(=O)c2ccc(C#N)cc2)cc1S(N)(=O)=O | 5 | -0.7 | 2 | 0.1
CC(C(=O)Nc1cccc([N+](=O)[O-])c1)N1C(=O)C2C3C=CC(C4CC34)C2C1=O (stereo not given) | 9 | 8.6* | -1 | 0.1
COc1ccccc1/C=N/NC(=O)CO | 11 | -0.4 | 5 | 0.2
COc1ccc(NC(=O)CNC(=O)c2nn(-c3ccc(OC)c(OC)c3)c(=O)c3ccccc23)cc1Cl | 16 | 2.6 | 6 | 0.0
O=C(Nc1nnc(-c2ccncc2)o1)c1ccc(Cl)cc1Cl | 4 | -1.9 | -25 | -0.6
Cc1ccc(CNC(=O)c2cc3c(=O)n(C)c4ccccc4c3n2C)cc1 | 11 | 0.1 | 0 | -0.1
COc1ccccc1C(=O)Nc1ccc2nc(SCC(=O)NC3CC3)sc2c1 | 8 | -0.2 | -42 | 0.5
O=C1C(Cl)=C(Nc2ccccc2O)C(=O)N1c1ccc(I)cc1 | 13 | 0.7 | -10 | 0.1
CCN1CCN(C(c2ccc(F)cc2)c2nnnn2C(C)(C)C)CC1 (stereo not given) | 3 | 0.2 | -3 | 0.0
O=C(N[C@H]1C[C@H]2C(=O)N[C@@H](CO)C(=O)N2C1)c1ccccc1Cl | 18 | -1.4 | -1 | 1.4
CN1C(=O)C(C)(C)c2cc(S(=O)(=O)N(C)CC(=O)Nc3cccc(F)c3)ccc21 | 0 | 0.0 | -4 | -0.3
CN(C)c1ccc(/C=C(\NC(=O)c2ccccc2)C(=O)NCCCn2ccnc2)cc1 | 16 | -0.7 | -3 | -1.6
O=C(Nc1ccc(-c2ccc([N+](=O)[O-])cc2)cc1)c1ccc(F)cc1 | 2 | -1.1 | -12 | 0.0
COc1c(Br)cc(Br)cc1C(=O)Nc1nc2ccccc2s1 | -10 | 0.6 | 0 | -0.1
COc1ccccc1CC(=O)Nc1cnn(CC(=O)N(C)C(C)c2nc(C)cs2)c1 (stereo not given) | -1 | 0.9 | 9 | -0.1
Cc1ccc(-c2csc(/C(C#N)=C/c3ccc(N(C)C)cc3)n2)c(C)c1 | 2 | -0.7 | -7 | -0.1
O=C1NC(=O)C(c2ccc(F)cc2)(c2ccc(F)cc2)N1 | -2 | -0.7 | -8 | -0.1
COc1cc(/C=N/NC(=O)CCC(C)O)ccc1O (stereo not given) | 5 | 2.6 | 5 | 0.2
c1ccc(-c2nnnn2-c2ccccn2)cc1 | 6 | 2.0 | 13 | -0.1
CC1CCc2nc3ccccc3c(C(=O)OCC(=O)Nc3ccc(C(N)=O)cc3)c2C1 (stereo not given) | 3 | -1.0 | 10 | 0.0
O=C(Cc1noc2ccccc12)N1CCN(c2ccccn2)CC1 | 10 | -1.3 | -36 | 0.3
COc1ccc(-c2nc3ccccc3nc2-c2ccccc2)cc1 | -15 | -0.6 | -2 | 0.2
CCCn1nnc(NC(=O)c2ccc(-c3cccc(Cl)c3)o2)n1 | 4 | 0.5 | -19 | 0.0
NS(=O)(=O)c1ccc(NC(=O)c2ccc(F)cc2)cc1 | 1 | 0.5 | 3 | -0.2
CCCCCCn1c(/C=C/c2ccc(OC)cc2)nc2ccccc21 | -28 | -0.7 | -35 | 0.8
C[C@@H](Cn1nnc2ccccc21)NC(=O)c1ccc2c(c1)CCN2S(C)(=O)=O | 12 | 0.4 | -5 | 0.2
Cc1ccc(F)cc1N1C(=O)CSC1c1ccc(F)cc1 (stereo not given) | 11 | 2.7 | 6 | -0.1
O=[N+]([O-])c1ccc(N2CCN(c3ccc(Cl)nn3)CC2)c(C(F)(F)F)c1 | -1 | -0.1 | 5 | -0.1
CCn1c(SCC(=O)N2CCc3ccccc3C2)nnc1C1CC1 | -21 | -0.6 | 10 | 0.1
COC(=O)c1ccc(C(=O)OC)c(NS(=O)(=O)c2c(C)cc(C)cc2C)c1 | -7 | 0.5 | -12 | -0.1
Cc1ccc(Cl)cc1NC(=O)CSc1nc2ccccc2[nH]1 | 3 | 0.9 | -8 | 0.1
Cc1cc(NS(=O)(=O)c2ccc(NC(=O)/C=C\c3ccc([N+](=O)[O-])cc3)cc2)no1 | 6 | -1.1 | 17 | -0.1
COc1cc(C#N)ccc1OCC(=O)Nc1cccc2ccccc12 | -9 | -0.3 | -11 | -0.2
Cc1nc2c(C(=O)NC3CCCCC3)cnn2c(C)c1Cc1ccccc1F | 4 | 1.5 | 0 | 0.0
Cc1ccccc1Cn1nc(C)c(NC(=O)c2cc(C3CC3)on2)c1C | -2 | -0.3 | 4 | 2.1*
CC1CCN(C(=O)CN(c2cccc(C(F)(F)F)c2)S(=O)(=O)c2ccccc2)CC1 | 15 | -0.5 | 10 | 0.2
O=C(Cn1nnc(-c2ccccc2Cl)n1)N1CCc2ccccc21 | 1 | 1.4 | -3 | 0.1
CCOC(=O)C1=C(C)N=c2s/c(=C\c3cc(Br)ccc3OC)c(=O)n2C1c1ccccc1OC (stereo not given) | 25 | 0.1 | -3 | 0.1
Cc1ccc(NC(=O)c2sc3ncnc(N4CCN(c5ccccn5)CC4)c3c2C)cc1 | 8 | -0.6 | 16 | 0.5
O=C(Cc1cn(-c2ccc(NCCCN3CCCC3=O)nn2)c2ccccc12)NCCOc1ccccc1 | 15 | -0.6 | -11 | 0.3
O=C(CN1CCN(S(=O)(=O)c2ccc(F)c(Cl)c2)CC1)c1ccco1 | -4 | -0.1 | 8 | -0.1
C=CCn1cnc2ccccc2c1=O | -3 | -0.6 | -4 | -0.1
Cc1cc(NCCO)nc(Nc2ccc(-n3ccnc3)cc2)n1 | 16 | -0.1 | 28 | 0.0
O=C(c1ccccc1)c1cccc(NC(=O)c2cccs2)c1 | 5 | -0.4 | -18 | 0.0
Cc1ccc(C(=O)OCC2OC3OC(C)(C)OC3C2O)cc1 (stereo not given) | -5 | 0.6 | -4 | -0.1
O=C(NNC(=S)NC1CCCCC1)Nc1cccc([N+](=O)[O-])c1 | -2 | -1.4 | -11 | 0.0
Cc1cc(=O)c2cc([N+](=O)[O-])ccc2[nH]1 | -1 | -1.0 | 6 | 0.0
COc1ccc2c(c1)c1nnc(SCC(=O)NC(C)(C)C)nc1n2C | 2 | -0.4 | 2 | -0.2
CCCC(=O)Nc1ccccc1-c1nn2c(C)nnc2s1 | -7 | 1.3 | -8 | -0.1
CCN1CCCC1CNCc1ccc(OC)cc1OC (stereo not given) | -1 | 2.2 | -3 | -0.1
CCCOc1ccc(NC(=O)C2CC(=O)N(CC)C(=Nc3ccc(F)cc3)S2)cc1 (stereo not given) | 10 | -0.1 | -2 | -0.2
Cc1cc(C(=O)CCl)c(C)n1-c1c(C)n(C)n(-c2ccccc2)c1=O | 1 | 1.2 | 13 | -0.1
Cc1cc(C)nc(/N=C(\N)N2CCN(C)CC2)n1 | -16 | 0.0 | 0 | -0.1
O=C(COc1ccccc1)NCC(c1ccco1)N1CCN(c2ccc(F)cc2)CC1 (stereo not given) | -4 | 0.0 | 1 | -0.1
COc1ccc(C2C(C#N)=C(N)N(c3cc([N+](=O)[O-])ccc3C)C3=C2C(=O)CC(C)(C)C3)cc1OC (stereo not given) | -7 | -0.3 | -8 | -0.1
Cc1cc(C)c2c(c1)-c1c(ssc1=S)C(C)(C)N2C(=O)CSc1ncn[nH]1 | 0 | 0.7 | -7 | -0.2
COc1ccccc1/C=C\C(=O)NCC(=O)N/N=C/c1ccccn1 | 23 | -0.4 | 4 | 0.0
COC(=O)CCN1CCN(S(=O)(=O)c2ccc(OC)cc2)CC1 | 60* | 0.1 | 5 | 0.0
COc1ccc(Nc2nnc(C)c(=O)[nH]2)c(OC)c1 | -3 | -0.9 | -4 | 0.3

19 consecutive compounds already listed, quoted:
SMILES | MITF primary | GPR151 activ | TEAD-YAP inh | FBW7 activator
COc1cc(CN2CCN(Cc3ccc(C)o3)C(CCO)C2)cc(Cl)c1O (stereo not given) | -4 | -0.8 | 6 | -0.2
COc1ccc(NS(=O)(=O)c2ccc(C#N)cc2)cc1S(N)(=O)=O | 5 | -0.7 | 2 | 0.1
CC(C(=O)Nc1cccc([N+](=O)[O-])c1)N1C(=O)C2C3C=CC(C4CC34)C2C1=O (stereo not given) | 9 | 8.6* | -1 | 0.1
COc1ccccc1/C=N/NC(=O)CO | 11 | -0.4 | 5 | 0.2
COc1ccc(NC(=O)CNC(=O)c2nn(-c3ccc(OC)c(OC)c3)c(=O)c3ccccc23)cc1Cl | 16 | 2.6 | 6 | 0.0
O=C(Nc1nnc(-c2ccncc2)o1)c1ccc(Cl)cc1Cl | 4 | -1.9 | -25 | -0.6
Cc1ccc(CNC(=O)c2cc3c(=O)n(C)c4ccccc4c3n2C)cc1 | 11 | 0.1 | 0 | -0.1
COc1ccccc1C(=O)Nc1ccc2nc(SCC(=O)NC3CC3)sc2c1 | 8 | -0.2 | -42 | 0.5
O=C1C(Cl)=C(Nc2ccccc2O)C(=O)N1c1ccc(I)cc1 | 13 | 0.7 | -10 | 0.1
CCN1CCN(C(c2ccc(F)cc2)c2nnnn2C(C)(C)C)CC1 (stereo not given) | 3 | 0.2 | -3 | 0.0
O=C(N[C@H]1C[C@H]2C(=O)N[C@@H](CO)C(=O)N2C1)c1ccccc1Cl | 18 | -1.4 | -1 | 1.4
CN1C(=O)C(C)(C)c2cc(S(=O)(=O)N(C)CC(=O)Nc3cccc(F)c3)ccc21 | 0 | 0.0 | -4 | -0.3
CN(C)c1ccc(/C=C(\NC(=O)c2ccccc2)C(=O)NCCCn2ccnc2)cc1 | 16 | -0.7 | -3 | -1.6
O=C(Nc1ccc(-c2ccc([N+](=O)[O-])cc2)cc1)c1ccc(F)cc1 | 2 | -1.1 | -12 | 0.0
COc1c(Br)cc(Br)cc1C(=O)Nc1nc2ccccc2s1 | -10 | 0.6 | 0 | -0.1
COc1ccccc1CC(=O)Nc1cnn(CC(=O)N(C)C(C)c2nc(C)cs2)c1 (stereo not given) | -1 | 0.9 | 9 | -0.1
Cc1ccc(-c2csc(/C(C#N)=C/c3ccc(N(C)C)cc3)n2)c(C)c1 | 2 | -0.7 | -7 | -0.1
O=C1NC(=O)C(c2ccc(F)cc2)(c2ccc(F)cc2)N1 | -2 | -0.7 | -8 | -0.1
COc1cc(/C=N/NC(=O)CCC(C)O)ccc1O (stereo not given) | 5 | 2.6 | 5 | 0.2
